# Compound activity from PubChem BioAssay.
# KB-V1 cytotox – KB-V1 MDR subline cytotoxicity | 3.4% of 400,000 active | Potency, µM (doses to about 46.1 µM), inactives show at the top dose activity change, negative = cytotoxicity, actives largely listed as cytotoxic | KB-V1 MDR cells viability, CellTiter-Glo, 72 h | AID 1347076; note: % is set by controls: 0 for no effect and ±100 for the full control effect; nearly all actives have a fitted effect of over 60% in size
#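 Drug-selected KB-V1 cells, grown in DMEM lacking phenol red with 10% FBS, receive compound titrations; after three days at 37 degrees C, surviving cell ATP is quantified by CellTiter-Glo luminescence and responses normalized and curve-fitted.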
# TDP-43 yeast inh – inhibitors of TDP-43 toxicity in yeast | TDP-43 expressing yeast growth rescue, BacTiter-Glo, 24 h | Potency, µM (doses to about 46.1 µM), without a hit: at the highest dose growth rescue (activation), most hits filed as activators | 1.8% of 410,000 active; note: % of control where 0% means no effect; nearly all actives have a fitted effect of over 50% in size
#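 Luminescence from BacTiter-Glo reports growth of TDP-43-expressing yeast after 24 hr at 30 deg C with compound. Cells were raffinose-pregrown to mid-log, then seeded in galactose medium at OD600=0.02.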
# GLP1R ag – GLP-1 receptor (human) agonism; P43220; HEK293 GLP-1R CRE-luciferase, luminescence, 4-6 h; cells express a hypersensitive GLP-1R form; Potency, µM (top dose mostly 45.6 µM), for inactives: at the top dose activation, usual class: activators; 0.007% of 380,000 active; AID 624172; note: % of control where 0% means no effect
# Target sequence (P43220 whole entry, looked up): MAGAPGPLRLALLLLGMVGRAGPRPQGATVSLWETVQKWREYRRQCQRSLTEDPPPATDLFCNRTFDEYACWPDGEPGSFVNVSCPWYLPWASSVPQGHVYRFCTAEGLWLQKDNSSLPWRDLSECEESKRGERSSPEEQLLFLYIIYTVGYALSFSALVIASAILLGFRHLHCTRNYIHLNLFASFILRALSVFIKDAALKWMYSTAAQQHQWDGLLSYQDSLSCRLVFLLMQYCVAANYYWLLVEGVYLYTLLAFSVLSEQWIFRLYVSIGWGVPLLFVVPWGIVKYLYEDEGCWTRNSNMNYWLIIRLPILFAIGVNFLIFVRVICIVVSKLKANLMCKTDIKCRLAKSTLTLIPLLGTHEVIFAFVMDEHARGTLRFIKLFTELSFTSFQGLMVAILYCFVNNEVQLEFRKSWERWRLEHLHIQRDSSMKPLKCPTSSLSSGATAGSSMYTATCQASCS
# HEK293 tox – cytotoxic in the GLP-1 receptor inverse agonist counter-screen | HEK293 cAMP-luciferase reporter cells, luminescence, 24 h | Potency, µM (top dose mostly 38.3 µM), inactives show at the highest dose activity change, negative = inhibition, most hits filed as inhibitors | 0.13% of 410,000 active;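 note: loss of luciferase light is scored as toxicity; % is set by controls: 0 for no effect and ±100 for the full control effect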
#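 To flag toxic compounds, the library was rerun on cells for 24 hr at 37 deg C and 5% CO2. Viability-linked luminescence was captured 12 min after adding luciferase detection reagent.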
# KB-3-1 cytotox – kills parental KB-3-1 adenocarcinoma cells | KB-3-1 viability, CellTiter-Glo ATP luminescence, 72 h | Potency, µM (top dose mostly 46.1 µM), for inactives: at the top dose activity change, negative = cytotoxic, hits mostly cytotoxic | 1.4% of 400,000 active; note: % is set by controls: 0 for no effect and ±100 for the full control effect; nearly all actives have a fitted effect of over 60% in size
#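 Multi-concentration cytotoxicity screen in KB-3-1 cells grown in DMEM lacking phenol red with 10% FBS. After 72 h at 37 °C with compound, ATP-dependent luminescence was recorded.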
# GLP1R inv ag – inverse agonists of human GLP-1 receptor. HEK293 GLP-1R CRE-luciferase, luminescence, 24 h; GLP-1R form is constitutively active. AID 624417. 1.6% of 410,000 active. Potency, µM (titrated, usually from 38.3 µM), for the others: at the highest dose activity change, negative = inhibition, actives largely listed as inhibitors. P43220; note: % is set by controls: 0 for no effect and ±100 for the full control effect; nearly all actives have a fitted effect of over 55% in size
#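 Using stably transfected HEK293 (constitutively active GLP-1R, cAMP-luciferase reporter), compounds were incubated 24 hr and luciferase measured by luminescence.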
# HT1080-NT tox – kills 2HG-producing HT-1080-NT fibrosarcoma cells; 1.6% of 360,000 active; Potency, µM (top dose mostly 46.1 µM), inactives show at the top dose activity, negative = less viability, actives largely listed as cytotoxic; HT-1080-NT fibrosarcoma viability, CellTiter-Glo ATP luminescence, 48 h; AID 686970;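 note: NT is the 2HG producing partner of a matched IDH1 knockdown line; 0% = DMSO-treated cells and -100% = media-only wells without cells; nearly all actives have a fitted effect of over 55% in size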
#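 750 cells/well, RPMI + 5% FBS; 2 h settle, compound pin-transfer, 48 h at 37 degrees C. CellTiter-Glo 10 min RT, luminescence. Normalized to DMSO and media-only wells.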
# HT1080 IDH1KD tx – HT-1080 IDH1 knockdown cell toxicity (counter line) | HT-1080 IDH1 knockdown viability, ATP luminescence, 48 h | AID 686971 | Potency, µM (titrated, usually from 46.1 µM), for inactives: top-dose activity, negative = toxicity, usual class: cytotoxic | 2% of 360,000 active;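 note: 0% = DMSO wells and -100% = cell-free medium wells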
#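 % activity derives from luminescence (CellTiter-Glo), normalised to DMSO and no-cell wells. HT-1080-IDH1KD cells, 750/well, had 48 h compound exposure at 37 °C.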
# SW480 rerep – DNA re-replication induction in SW480 cells | SW480 DNA re-replication, Hoechst DNA content imaging, 48 h | Potency, µM (series often up to 46.1 µM), for inactives: at the highest dose re-replication activation, hits mostly activators | 1.8% of 340,000 active | AID 624297; note: % of control where 0% means no effect; nearly all actives have a fitted effect of over 55% in size
#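 250 cells/well; 23 nL cpd via pin tool; 48 hr, 37 C, 5% CO2; Hoechst 40 min; imager read of total nuclear intensity, ex 405/em 500-530 nm.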
# An asterisk follows results filed as active; u = inconclusive; x = not tested or not shown; & = joins results of further samples; [ ] = dose if it differs, or a comment. Calls come from the whole dose curve; as a rule, active = well fitted curve in the direction sought with a large enough effect; inconclusive = small, poorly fitted or top-dose-only effect, or another doubt; inactive = no such curve, though single readings can be large; an effect the other way counts as inactive or inconclusive. Potency is the fitted concentration of half-maximal effect. Rows were taken by chance. Share with any hit: about 9.4%.
SMILES,KB-V1 cytotox,TDP-43 yeast inh,GLP1R ag,HEK293 tox,KB-3-1 cytotox,GLP1R inv ag,HT1080-NT tox,HT1080 IDH1KD tx,SW480 rerep
CCOC(=O)Cc1csc(SCC(=O)c2c(N)n(CC(C)C)c(=O)n(C)c2=O)n1,u,10%,4%,4%,-4%,5%,3%,-10%,1%
COC(=O)Cc1ccc(NC(=S)N2CCN(c3ccccn3)CC2)cc1,-26%,5%,0%,-31%,2%,-12%,1%,5%,-9%
O=C(NC1CCc2ccccc21)c1cc(COc2cncc(Cl)c2)on1 (stereo not given),-14%,u,4%,-3%,-10%,u,2%,-23%,11%
COc1ccc(C2Nc3ccccc3C(=O)N2NC(C)=O)c(OC)c1 (stereo not given),7%,-14%,8%,-2%,-7%,14%,13%,8%,27%
CCCn1c(SCC(=O)NC2CCC(C)CC2)n[nH]c1=O (stereo not given),9%,20%,-7%,6%,7%,11%,2%[9.24 µM],8%,-43%[inhibitor]
CN(C)CCCNC(=O)c1ccc(Cl)c(S(=O)(=O)N2CCCCCC2)c1,x,6%,0%,3%,x,10µM*,-25%,-19%,-4%
Cc1ccc(S(=O)(=O)N2[C@@H](c3ccc(C(C)(C)C)cc3)C(C(=O)O)=CC[C@H]2c2ccc3c(c2)OCO3)cc1,-1%,-1%,-5%,-11%,0%,u,-20%,-20%,-2%
Cc1cccc(N2CCN(C(=O)COc3ccc4c(c3)CCC4)CC2C)c1 (stereo not given),-29%,35µM*,14%,-5%,2%,u,-1%,1%,-13%
COc1ccc(OC)c(CCNC(=O)c2cccc(NC(=O)C3=C(C)OCCS3)c2)c1,-22%,17%,8%,-17%,11%,u,u,u,-6%
Cn1nc(-c2ccc(C(=O)Nc3ccc(OC(F)(F)F)cc3)cc2)c2ccccc2c1=O,-5%,0%,x,-11%,u,-7%,x,x,x

# Reformatted: 2 of the compounds above
# Fields – KB-V1 cytotox | TDP-43 yeast inh | GLP1R ag | HEK293 tox | KB-3-1 cytotox | GLP1R inv ag | HT1080-NT tox | HT1080 IDH1KD tx | SW480 rerep
- Cc1ccc(S(=O)(=O)N2[C@@H](c3ccc(C(C)(C)C)cc3)C(C(=O)O)=CC[C@H]2c2ccc3c(c2)OCO3)cc1
    -1% | -1% | -5% | -11% | 0% | u | -20% | -20% | -2%
- COc1ccc(OC)c(CCNC(=O)c2cccc(NC(=O)C3=C(C)OCCS3)c2)c1
    -22% | 17% | 8% | -17% | 11% | u | u | u | -6%

# More results
SMILES,KB-V1 cytotox,TDP-43 yeast inh,GLP1R ag,HEK293 tox,KB-3-1 cytotox,GLP1R inv ag,HT1080-NT tox,HT1080 IDH1KD tx,SW480 rerep
CCc1ccccc1N(C(=O)c1snc(C(N)=O)c1N)C(C(=O)NCC1CCCO1)c1ccc(OC)c(OC)c1 (stereo not given),0%,-22%,4%,-3%,0%,-3%,5%,-24%,-119%[inhibitor]
CS(=O)(=O)N(CC(=O)Nc1ccc2c(c1)OCO2)c1ccccc1,-9%,-11%,-2%,-4%,4%,2%,0%,1%[9.24 µM],4%
CC1(C)S[C@@H]2[C@H](NC(=O)Cc3ccccc3)C(=O)N2[C@H]1C(=O)O,14%&7%,18%&8%,14%&-5%,15%&-15%,0%&2%,4%&8%,15%&3%,-8%&-8%,-28%&-4%&-10%
CSCCC(=O)N1CC[C@@H](N2CCN(c3ccccc3F)CC2)[C@H](O)C1,0%,20%,9%,-1%,9%,13%,1%,9%,-22%
COc1ccccc1-c1c(C)nn2c(N3CCN(c4ccc(Cl)cc4)CC3)cc(C)nc12,0%,12%,x,0%,6%,-3%,x,x,x
Cc1cc(C)nc(NC2=NCCN2C(=S)Nc2ccc(C)c(C)c2)n1,-15%,15%,8%,0%,-29%,-14%,7%,u,-6%
COc1ccc(S(=O)(=O)NC(=O)C2(C)CCN2C(=O)CC2CCCCC2)cc1OC (stereo not given),-4%,19%,-5%,0%,2%,7%,19%,0%,x
Cc1ccc(S(=O)(=O)NCC2CCC(C(=O)NC3CCCCC3)CC2)cc1 (stereo not given),-8%,2%,2%,6%,5%,11%,-9%,-1%,u
Cc1noc(C)c1C(=O)N1CCCC1,25%,-6%,4%,80%[activator],4%,14%,-1%,-2%,1%
CSC(SC)=C(C#N)C(=O)c1ccccc1,u,-88%[inhibitor],-1%,u,-1%,u,u,21µM*,u

# Compound profiles (already shown). Values in the order: KB-V1 cytotox | TDP-43 yeast inh | GLP1R ag | HEK293 tox | KB-3-1 cytotox | GLP1R inv ag | HT1080-NT tox | HT1080 IDH1KD tx | SW480 rerep
# COc1ccc(S(=O)(=O)NC(=O)C2(C)CCN2C(=O)CC2CCCCC2)cc1OC (stereo not given) across the screens: -4% | 19% | -5% | 0% | 2% | 7% | 19% | 0% | x
# CCc1ccccc1N(C(=O)c1snc(C(N)=O)c1N)C(C(=O)NCC1CCCO1)c1ccc(OC)c(OC)c1 (stereo not given) across the screens: 0% | -22% | 4% | -3% | 0% | -3% | 5% | -24% | -119%[inhibitor]

# Following part:
SMILES,KB-V1 cytotox,TDP-43 yeast inh,GLP1R ag,HEK293 tox,KB-3-1 cytotox,GLP1R inv ag,HT1080-NT tox,HT1080 IDH1KD tx,SW480 rerep
CCCCn1c(N)c(N(CCOC)C(=O)C2CCN(S(=O)(=O)c3ccc(C)cc3C)CC2)c(=O)[nH]c1=O,9%,-12%,0%,-10%,-1%,0%,-8%,0%,u
CC1CC(C)CN(C(=O)c2cccc(NC(=O)CC3SC(N4CCCCC4)=NC3=O)c2)C1 (stereo not given),1%,-18%,16%,-12%,-1%,-7%,-18%,-1%,-3%
Cc1cc(NC(=O)CC(CN(C)S(=O)(=O)c2ccccc2)c2ccccc2)no1 (stereo not given),-22%,-37%[inhibitor],-7%,-5%,0%,10µM*,-15%,-26%,4%
COc1ccc(N2C(=O)CSC(c3ccccc3)C2=O)cc1 (stereo not given),23%,-13%[9.22 µM],6%,-7%[7.66 µM],14%,-10%[7.66 µM],3%,-5%,0%
Cc1ccc(OCc2cc(C(=O)NCC(C)(C)N3CCOCC3)no2)cc1C,-40%,-4%,8%,-3%,-19%,u,-4%,-7%,24%
Cc1nonc1NC(=O)c1ccc(Cl)c(S(=O)(=O)N2CCCCC2)c1,u,4%,-8%,-3%,0%,u,-15%,u,-13%
CN(C)S(=O)(=O)c1ccc(Cl)c(-c2nnc3n2CCCCC3)c1,16%,-4%,3%,2%,-1%,6%,9%,2%,-4%
CN(Cc1ccccc1)C(=O)CCn1c(=O)oc2ccccc21,7%,15%,3%,1%,12%,6%,-3%,7%,-2%
Cc1cccn2c(=O)c3cc(C(=O)N4COCC4(C)C)n(Cc4ccccc4)c3nc12,-15%,0%,5%,12%,-1%,6%,9%,-1%,u
O=C(Cn1cc(COc2c(Br)cc(F)cc2Br)nn1)c1ccc(O)cc1,5%,24%,-4%,0%,4%,7%,7%,-1%,u
Cc1nn(-c2ccccc2)c(C)c1NC(=O)COC(=O)C1CC(=O)N(CCc2ccccc2)C1 (stereo not given),2%,4%,1%,-3%,1%,13%,10%,6%,1%
C=CCOc1ccc(/C=C2/C(=O)ON=C2C)cc1OCC,-3%,13µM*,0%,-1%,14%,5%,u,-19%,12%
COCCn1c(=NC(=O)CCS(=O)(=O)c2ccccc2)sc2cc(C)ccc21,u,0%,-2%,13%,1%,30%,-6%,-3%,3%
CCc1nc(C)ccc1OCC(=O)N1CCc2c([nH]c3ccccc23)C1c1ccccn1 (stereo not given),-7%,9%,0%,-20%,-3%,-28%,-12%,-18%,-20%
CC(NCC(O)COc1ccc(Br)cc1)c1ccccc1 (stereo not given),-1%,-8%,1%,-14%,0%,u,u,u,-13%
Cc1cc(C)n(CC(=O)N2N=C(C(F)F)CC2(O)C(F)F)n1 (stereo not given),12%,-6%,-3%,-5%,15%,17%,17%,19%,-3%
Cc1ccc(S(=O)(=O)N2CCCC2C(=O)OCc2ccco2)cc1 (stereo not given),5%,-9%,-10%,7%,0%,-3%,-4%,u,u
Cc1ccc(-n2nnnc2SCC(=O)c2cc(C)n(CC3CCCO3)c2C)cc1 (stereo not given),u,-17%,5%,u,3%,-9%,6%,16%,-4%
COC(=O)c1ccc(CN2CCC(CO)(Cc3ccccc3Cl)CC2)cc1,8%,-12%,19%,-8%,21%,u,u,u,u
CN1C(=O)c2ccccc2C(C(=O)NCCCN2CCCC2)C1c1c[nH]c2ccccc12 (stereo not given),0%,-16%,4%,5%,-5%,1%,5%,2%,9%
C/C(=C/CCC(C)(O)C1CC[C@@]2(C)[C@@H]3CC=C4[C@@H](CC[C@H](O[C@H]5O[C@@H](CO)[C@H](O)[C@@H](O)[C@@H]5O)C4(C)C)[C@]3(C)C(=O)C[C@]12C)CO[C@@H]1O[C@H](CO)[C@@H](O)[C@H](O)[C@H]1O (stereo not given in full),u,25%,-5%,3%,21%,-7%,0%,12%,-10%
CCC(=O)Nc1cc(-c2nnc(OC)c3ccccc23)ccc1N1CCOCC1,-2%,0%,1%,-2%,-4%,52%[activator],5%,10%,0%
COCCCn1c(SCC(=O)Nc2ccc(F)cc2)nc2c(sc3ccccc32)c1=O,0%,19%,0%,-13%,-4%,-1%,x,x,x
COC(=O)c1cc(COC(=O)c2ccc(OC)c(S(=O)(=O)N3CCCC3)c2)oc1C,19%,-12%,21%,11%,7%,30%[activator],-1%,-3%,-11%
CCOC(=O)c1ccc(NC(=O)CSc2nnc(-c3ccncc3)n2-c2ccccc2)cc1,-24%,-12%,1%,7%,5%,19%,x,x,x
O=C(CCCn1c(=S)[nH]c2cc3c(cc2c1=O)OCO3)NC1CC1,6%,4%,-13%,6%,8%,-14%,4%,3%,-1%
O=C(CCc1nc2sc3c(c2c(=O)[nH]1)CCCC3)NCCc1ccc(Cl)cc1,-9%,15%,0%,-15%,1%,-10%,-5%,0%,x
Cc1ccsc1CNC(=O)C1(C)CCN1C(C)C (stereo not given),-17%,2%,0%,1%,-5%,7%,4%,-27%,x
O=C(NC(NC(=S)Nc1cccc(Cl)c1)C(Cl)(Cl)Cl)OCc1ccccc1 (stereo not given),u,-16%,-6%,u,-23%,-1%,u,u,u
